GLS inh: blocks human kidney-isoform glutaminase activity | O94925 | GLS enzymatic activity, qHTS titration | Potency, µM (series often up to 45.5 µM), without a hit: top-dose activity change, negative = inhibition, usual class: inhibitors | hit rate 0.21% among 410,000 | AID 624170; also: potency is read from the fitted curve at half-maximal effect; % is scaled to controls: 0 for no effect and ±100 for the full control effect
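Glutamate formation by hKGA was monitored fluorometrically using coupled glutamate oxidase, HRP and Amplex Red. Substrate was added as 1 mM L-glutamine solution; incubation was 30 min at RT after an initial read.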
G9a block: G9a (human) methyltransferase inhibition; Potency, µM (highest dose often 102 µM), for inactives: top-dose activity, negative = inhibition, most hits filed as inhibitors; hit rate 8.8% among 350,000; G9a H3K9 monomethylation, AlphaScreen, 2 h; AID 504332; also: potency is read from the fitted curve at half-maximal effect; % is scaled to controls: 0 for no effect and ±100 for the full control effect; nearly all actives have a fitted effect of over 75% in size
Target sequence (Q96KQ7 913-1193 limits assumed): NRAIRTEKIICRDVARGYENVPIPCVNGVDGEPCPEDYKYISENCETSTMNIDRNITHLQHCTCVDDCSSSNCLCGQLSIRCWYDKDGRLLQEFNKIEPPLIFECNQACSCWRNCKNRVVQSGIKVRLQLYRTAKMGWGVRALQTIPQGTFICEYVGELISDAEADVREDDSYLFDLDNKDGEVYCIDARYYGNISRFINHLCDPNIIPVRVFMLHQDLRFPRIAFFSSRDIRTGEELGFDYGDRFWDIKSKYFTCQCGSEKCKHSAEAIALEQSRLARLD
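Compounds were preincubated with 20 nM G9a for 15 min, after which biotinylated H3K9 peptide (500 nM) and SAM (20 uM) started a 2 h room-temperature reaction. Monomethylated product was quantified by antibody-based AlphaScreen chemiluminescence.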
BAZ2B block: inhibitors of human BAZ2B bromodomain; Q9UIF8; hit rate 4.4% among 360,000; AlphaScreen BAZ2B-H3K14Ac peptide displacement; Potency, µM (highest dose often 114 µM), without a hit: at the highest dose activity change, negative = inhibition, hits mostly inhibitors; also: potency is read from the fitted curve at half-maximal effect; % is scaled to controls: 0 for no effect and ±100 for the full control effect; nearly all actives have a fitted effect of over 60% in size
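Complex of BAZ2B and biotin-H3K14Ac (50 nM apiece) forms over 30 min at RT, then faces library compounds up to 110 uM for another 30 min; AlphaScreen beads added, 20 min dark incubation, luminescence read.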
12-LOX inh: ALOX12 (human) lipoxygenase inhibition; P18054; purified 12hLO, xylenol orange hydroperoxide absorbance; Potency, µM (top dose mostly 108 µM), for the others: at the top dose activity change, negative = inhibition, usual class: inhibitors; hit rate 1.1% among 580,000; AID 1671190; also: potency is read from the fitted curve at half-maximal effect; % is scaled to controls: 0 for no effect and ±100 for the full control effect
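Purified human 12hLO at 150 nM in 25 mM Hepes, 0.01% Triton X-100, pH 7.0, preincubated 15 min at room temperature with compound. Reaction started with 40 uM arachidonic acid, 30 min at room temperature. Hydroperoxide measured by Fe-xylenol orange, 573/405 nm absorbance ratio.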
PI4K2A block: PI4K2A (human) kinase inhibition. AID 1346378. Q9BTU6. activity change, negative = inhibition, % at 76.9 µM. hit rate 0.13% among 420,000. purified PI4K2A, ADP-Glo luminescence, 1 h; active compounds read low; in the data active = activity change below about -50%; inconclusive = mostly about -30% to -49%;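 also: -100% = wells without enzyme as full effect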
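Compounds are screened against recombinant PI4K2A using PI as substrate and ATP, the latter dispensed at 300 microM. Reactions run one hour at ambient temperature before ADP-Glo detection; full inhibition defined by wells lacking enzyme.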
JMJD2A Tudor: JMJD2A Tudor domain (human) inhibition | AlphaScreen JMJD2A-Tudor / H3K4me3 peptide binding | O75164 | Potency, µM (highest dose often 114 µM), for the others: at the top dose activity change, negative = inhibition, usual class: inhibitors | hit rate 4.4% among 390,000; also: potency is read from the fitted curve at half-maximal effect; % is scaled to controls: 0 for no effect and ±100 for the full control effect; nearly all actives have a fitted effect of over 50% in size
RGS4 inhibitor: human RGS4 inhibition; Transcreener GDP fluorescence polarization, RGS4-accelerated GTP hydrolysis; P49798; AID 504845; Potency, µM (titrated, usually from 114 µM), for the others: at the highest dose activity change, negative = inhibition, usual class: inhibitors; hit rate 0.039% among 390,000; also: potency is read from the fitted curve at half-maximal effect; % is scaled to controls: 0 for no effect and ±100 for the full control effect; nearly all actives have a fitted effect of over 75% in size; some results filed as inactive show a strong effect at the top dose
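MLSMR compounds (23 nl, pin-transferred) preincubated 10 min at room temperature with a 500nM (2x) first reagent, then RGS4 at 900nM (2x) plus Transcreener GDP mix added; fluorescence polarization (620/688 nm) read before and after 90 min at 30 °C.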
HP1b binding inh: blocks HP1-beta chromodomain binding to methylated histone tails; hit rate 0.56% among 390,000; P83916; AlphaScreen HP1-beta / biotin-H3K9me3 peptide binding; Potency, µM (series often up to 114 µM), for the others: at the top dose activity change, negative = inhibition, most hits filed as inhibitors; AID 540317; also: potency is read from the fitted curve at half-maximal effect; nearly all actives have a fitted effect of over 70% in size; inactives centre near 23
Target sequence (P83916 whole entry, looked up): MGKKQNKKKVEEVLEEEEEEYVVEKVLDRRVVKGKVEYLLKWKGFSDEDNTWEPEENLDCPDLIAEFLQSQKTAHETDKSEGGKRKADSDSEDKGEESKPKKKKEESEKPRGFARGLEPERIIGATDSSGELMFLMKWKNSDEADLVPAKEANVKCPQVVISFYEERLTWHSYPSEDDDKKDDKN
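Compound inhibition of the preformed complex between 50 nM HP1-beta and 50 nM biotinylated H3K9me3 peptide was read by AlphaScreen. Buffer was PBS pH 7.4 with 0.01% Tween-20. Incubations ran 30 min at room temperature, with 10 ug/mL donor/acceptor beads.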
ERG-DNA inh: ERG Ets/DNA interaction inhibition. P11308. fluorescence polarization, His-ERG Ets domain / labelled DNA. Potency, µM (series often up to 76.9 µM), inactives show at the highest dose FP activity, negative = inhibition, hits mostly inhibitors. hit rate 0.028% among 370,000. AID 624246; active = well fitted inhibition curve with a large enough effect in the polarisation, with a control signal flat; inconclusive = small, poorly fitted or top-dose-only effect, or effect the other way, or a change in a side signal; inactive = no such curve, though single readings can be large or run the other way; the % refers to the polarisation;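 also: polarization taken with two DNA probes labelled with fluorescein and Texas red; potency is read from the fitted curve at half-maximal effect; % of control where 0% means no effect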
Target sequence (P11308 whole entry, looked up, the tested form may be a part): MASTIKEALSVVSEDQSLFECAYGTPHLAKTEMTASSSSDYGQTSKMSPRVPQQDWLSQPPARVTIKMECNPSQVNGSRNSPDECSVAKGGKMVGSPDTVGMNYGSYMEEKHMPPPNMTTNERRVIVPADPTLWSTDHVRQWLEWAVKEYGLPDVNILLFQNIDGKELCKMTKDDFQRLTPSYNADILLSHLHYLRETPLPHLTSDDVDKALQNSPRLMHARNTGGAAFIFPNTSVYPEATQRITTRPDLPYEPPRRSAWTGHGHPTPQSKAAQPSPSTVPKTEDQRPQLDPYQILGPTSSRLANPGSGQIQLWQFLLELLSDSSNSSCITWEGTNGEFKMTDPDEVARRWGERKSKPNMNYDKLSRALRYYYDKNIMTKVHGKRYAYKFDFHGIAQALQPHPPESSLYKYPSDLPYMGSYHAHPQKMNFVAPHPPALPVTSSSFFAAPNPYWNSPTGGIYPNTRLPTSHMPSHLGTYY
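His-tagged ERG Ets domain (1 uM in the protein solution; 300mM KCl, 50mM Tris-HCl, 1mM EDTA, 1mM DTT, pH 7.5) received compound, then a probe mix of 5 nM fluorescein-DNA and 100nM Texas-615-DNA. Fluorescence polarization was read for both dyes.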
The depositor's hits bear a star; ? = inconclusive; . = no result given; & = joins results of further samples; [ ] = remark or other dose. Unless noted, calls follow the shape of the dose curve; as a rule, active = well fitted curve in the direction sought with a large enough effect; inconclusive = small, poorly fitted or top-dose-only effect, or another doubt; inactive = no such curve, though single readings can be large; an effect the other way counts as inactive or inconclusive. Some of the compounds tested; the hit share may differ from the screen's.

Preview (2 entries):
| compound | GLS inh | G9a block | BAZ2B block | 12-LOX inh | PI4K2A block | JMJD2A Tudor | RGS4 inhibitor | HP1b binding inh | ERG-DNA inh |
| --- | --- | --- | --- | --- | --- | --- | --- | --- | --- |
| CC(C)(C)C(=O)Cn1c(=O)n(-c2ccc(Cl)cc2)c(=O)c2c3c(sc21)CCCC3 | -1.8% | -5.5%[59 µM] | -1.9% | 0.0% | -0.5 | -5.5% | -9.0% | 29.8% | 0.0% |
| Cc1cc(C)c2c3c(cn2n1)c(=O)n(C)c(=O)n3C | 8.0% | . | . | 10.4% | -1.3 | 5.7% | -2.9% | 17.0% | -6.5% |

All compounds of this part, repeating the preview:
| compound | GLS inh | G9a block | BAZ2B block | 12-LOX inh | PI4K2A block | JMJD2A Tudor | RGS4 inhibitor | HP1b binding inh | ERG-DNA inh |
| --- | --- | --- | --- | --- | --- | --- | --- | --- | --- |
| CC(C)(C)C(=O)Cn1c(=O)n(-c2ccc(Cl)cc2)c(=O)c2c3c(sc21)CCCC3 | -1.8% | -5.5%[59 µM] | -1.9% | 0.0% | -0.5 | -5.5% | -9.0% | 29.8% | 0.0% |
| Cc1cc(C)c2c3c(cn2n1)c(=O)n(C)c(=O)n3C | 8.0% | . | . | 10.4% | -1.3 | 5.7% | -2.9% | 17.0% | -6.5% |
| CCSC1=C(C#N)C(c2ccccc2OC)CC(=O)N1 (stereo not drawn) | -12.0% | -2.7%[59 µM] | -4.2% | ? | -65.2* | -10.3% | 2.5% | 29.7% | -2.2% |
| C=CCn1c(C23CC4CC(CC(C4)C2)C3)n[nH]c1=S | 16.5% | 3.16µM* | -6.9% | ? | -1.3 | 11.2µM* | -19.1% | 5.6% | 1.7% |
| Oc1c(C=Nc2ccccc2)sc2ccccc12 | 7.0% | -6.2% | -11.3% | ? | ? | -29.6% | 2.5% | -6.4% | 0.7% |
| CCOC(=O)C1CCN(S(=O)(=O)c2ccc(NC(C)=O)c(Cl)c2)CC1 | -2.3% | 7.4% | -1.8% | 30.3%[activator] | 1.6 | 3.8% | -9.4% | 27.0% | 0.7% |
| CCN(CC)S(=O)(=O)c1ccc2c(c1)nc(CN(C)C(=O)Nc1ccc(C)c(Cl)c1)n2C | -5.9% | 10.2%[59 µM] | -20.6% | -13.0% | -9.1 | -17.9% | 30.4% | 39.6%[activator] | -0.6% |
| COc1ccc(CNC(=O)COC(=O)c2ccc(C)c(S(=O)(=O)N3CCOCC3)c2)cc1 | 0.8% | . | . | -21.0% | -4.3 | -14.8% | -16.2% | 36.9%[activator] | 8.1% |
| CCOC(=O)c1cnn(-c2nc(-c3ccccc3)nc3c2COC(C)(C)C3)c1N | -1.0% | -44.0% | -1.3% | 154.9%[activator] | -0.5 | 2.9% | 17.0% | 20.7% | -9.7% |
| O=S(=O)(c1ccccc1)c1nc(-c2cccs2)oc1SCc1ccc(F)cc1 | 2.7% | ? | -3.8% | 0.4% | -3.8 | -11.9% | -15.2% | 9.2% | 6.8% |
| O=C(/C=C/c1ccc(Cl)cc1)Nc1nc(-c2cccs2)ns1 | 8.6% | -1.2%[59 µM] | -9.0% | -20.4% | 2.8 | -10.3% | 7.5% | 26.8% | -4.0% |
| O=C(CCc1c[nH]c2ccccc12)NCc1ccncc1 | 0.0% | 50.1µM* | 0.0% | -13.3%&30.4% | -0.1 | -1.7% | -5.8% | 10.9% | -3.2% |
| O=C(CCCn1c(SCC(=O)c2ccc(F)cc2)nc2ccccc2c1=O)NCc1ccccc1 | . | 1.3% | -0.1% | 0.0% | 5.9 | 11.6% | 7.0% | 26.4% | 8.8% |
| COCCCN1C(=O)c2ccc(C(=O)Nc3ccc(OC)cc3OC)cc2C1=O | -1.0% | -28.7% | -2.9% | -24.0% | -3.8 | -3.1% | 15.2% | 22.7% | -1.8% |
| COc1cc(CC(=O)Nc2nc(C)cs2)cc(OC)c1OC | 0.4% | -4.3% | -14.1% | ? | 0.7 | -6.9% | 14.7% | 35.4% | -2.6% |
| O=C(COCc1cc(-c2ccc3c(c2)OCO3)on1)NCc1ccccc1Cl | -6.7% | -1.4%[59 µM] | 4.6% | -16.7% | 0.8 | -29.0% | -1.1% | -12.0% | -7.9% |
| CC(=O)Oc1ccc2c(c1)Oc1cc(OC(C)=O)ccc1C21OC(=O)c2ccccc21 | -2.4% | 1.2%[59 µM] | -2.5% | . | 6.6 | -15.6%[57.1 µM] | -30.5% | 27.3% | ? |
| CCN(Cc1cc2ccccc2[nH]c1=O)S(=O)(=O)c1ccccc1 | 1.8% | ? | 5.1% | 0.0% | 0.4 | -5.3%[57.1 µM] | -18.6%[56.9 µM] | 48.5%[activator] | 4.9% |
| COC(CN(C)C(=O)C1CCC(CNS(=O)(=O)c2ccc(C)cc2)CC1)OC (stereo not drawn) | 6.3% | -0.8%[0.501 µM] | -5.0% | 0.0% | -1.6 | -31.9% | ? | 29.8% | 12.0% |
| COc1ccc(CNC(=O)CCCn2c(SCC(N)=O)nc3cc4c(cc3c2=O)OCO4)cc1 | 2.6% | 34.2%[59 µM] | 7.8% | -2.5% | 6.3 | -6.0% | 16.6% | 31.9% | 6.0% |
| CNC(=S)Nc1ccc2nc(C)oc2c1 | 9.8% | ? | -14.1% | -10.0% | -0.7 | -9.6% | 8.6% | 33.5% | 0.7% |
| O=C(NN1C(=O)C2C3C=CC(C4CC34)C2C1=O)c1cccc(Cl)c1 (stereo not drawn) | -1.3% | -1.6%[59 µM] | 2.6% | -6.5% | -0.3 | -11.9% | -2.1% | 32.2% | 6.7% |
| CSc1cccc(NS(=O)(=O)c2ccc3c(c2)CCN3C(C)=O)c1 | 1.3% | -1.7% | -25.4% | 19.5% | -1.4 | -29.5% | 15.6% | 3.7% | 20.1% |
| CC1(C)CC(N2CCCC2)=CC(=[N+]2CCCCCC2)C1 | 3.9% | ? | ? | ? | -3.0 | ? | -22.6%[11.4 µM] | 3.9% | 13.7% |
| COc1cc(C(=O)c2nccc3cc(OC)c(OC)cc23)c([N+](=O)[O-])cc1OC | -5.2% | 44.7µM* | ? | 12.3% | -7.0 | ? | -26.7% | 6.8% | -5.4% |

Every second line gives: GLS inh | G9a block | BAZ2B block | 12-LOX inh | PI4K2A block | JMJD2A Tudor | RGS4 inhibitor | HP1b binding inh | ERG-DNA inh
CCOc1ccc(-n2c(N)c(-c3nc4ccccc4n3C)c3nc4ccccc4nc32)cc1
    8.5% | 39.3%[activator][59 µM] | -1.4% | 4.8% | -3.7 | 23.4% | 7.5% | 39.8%[activator] | 8.1%
CCOc1cc(N2CCOCC2)c(OCC)cc1NC(=O)COC(=O)CCOc1cc(C)ccc1C
    -8.4% | 4.6%[0.501 µM] | -27.7% | -0.7% | 5.0 | -12.3% | -9.6% | 16.1% | 9.9%
CCn1c(=N)c(C(=O)NCc2ccccc2)cc2c(=O)n3cccc(C)c3nc21
    3.2% | -0.9%[59 µM] | 0.1% | -11.8% | -2.7 | 5.9% | -12.3% | 56.7%[activator] | 5.3%
CCSC1=N/C(=C\c2ccccc2)C(=O)N1c1ccc(OC)cc1
    -5.1% | 107.9%[activator][59 µM] | 23.9% | -24.8% | -0.4 | 91.0%[activator] | -3.0% | 192.0%[activator] | -11.6%
COc1ccc(OC)c(-n2c(=S)[nH]c3c(sc(=S)n3-c3ccccc3C)c2=O)c1
    2.3% | 31.3%[59 µM] | ? | 0.0% | -9.7 | 89.1µM* | ? | -22.1% | -9.2%
COc1ccc(/C=C(\NC(=O)c2ccccc2)C(=O)NCCN2CCOCC2)cc1OC
    -9.4% | 11.3% | 3.6% | -14.3% | 0.8 | -15.4% | 4.1% | -10.6% | 0.1%
CCc1ccccc1NC(=O)CSCc1cnn(-c2ccccc2)c1-n1cccc1
    5.2% | ? | -13.9% | 1.7% | 1.5 | -17.9% | -1.1% | 1.5% | 4.3%
CCn1cc(C(=O)N2CCN(c3ccccc3F)CC2)c(=O)c2ccc(C)nc21
    -10.4% | 2.7% | 3.3% | 12.4%[57.4 µM] | 3.7 | -17.9% | 19.7% | 22.4% | -10.4%
Cc1[nH]ccc(=O)c1OC1OC(CO)C(O)C(O)C1O (stereo not drawn)
    -6.9% | -10.0% | 3.0% | 11.6% | 2.3 | -23.9% | 5.4% | 12.7% | 2.6%
Cc1nc(NC(=O)c2ccccc2)sc1-c1csc(NCc2ccco2)n1
    22.9% | ? | ? | . | -3.1 | ? | -38.1% | -4.9% | .
O=C(Nc1ccccc1)[C@@H]1[C@@H]2C(=O)N(c3ccc(F)cc3)C(=O)[C@@H]2[C@H]2C=CC=NN21
    -11.9% | . | -17.1% | 151.9%[activator] | -1.8 | -32.7% | -17.8% | 8.1% | 5.2%

Source: PubChem BioAssay
